Growth percent in the NCI-60 one-dose screen (48 h, 10 µM unless noted): 100 = growth as untreated, 0 = no growth, -100 = all killed.
UACC-257 = UACC-257 melanoma; 4.4% of 78,000 active; AID 1794764
MALME-3M = MALME-3M melanoma; 5.8% of 78,000 active; AID 1794766
HS 578T = HS 578T breast cancer; 4.1% of 78,000 active; AID 1794788
LOX IMVI = LOX IMVI melanoma; 7.4% of 79,000 active
SK-MEL-28 = SK-MEL-28 melanoma | 4.1% of 81,000 active
SK-MEL-5 = SK-MEL-5 melanoma. AID 1794755. 6.4% of 80,000 active
T-47D = T-47D breast cancer | AID 1794792 | 5% of 79,000 active
SK-MEL-2 = SK-MEL-2 melanoma; 4.7% of 77,000 active
Active calls of the source: *; · = no result given; & = joins results of further samples. How the source made its calls: active means growth percent below 10; inactive means the rest. The order is random, and some 11% of all compounds hit somewhere here.

Values run as follows: UACC-257 | MALME-3M | HS 578T | LOX IMVI | SK-MEL-28 | SK-MEL-5 | T-47D | SK-MEL-2
[1] CCC(C)c1c(NS(=O)(=O)c2ccc(C)cc2)o[nH]c1=O (stereo not given)
 : 103 | 109 | 95 | 94 | 103 | 105 | 103 | 110
[2] CC1(C)c2ccccc2C(C)(C(Cl)(Cl)Cl)c2ccc(Cl)cc21 (stereo not given)
 : 96 | 118 | 114 | 84 | 104 | 89 | 70 | 92
[3] CC(CN(C)C)Oc1ccc(OC(C)CN(C)C)c2c1C(=O)c1ccccc1C2=O (stereo not given)
 : 73 | 68 | 70 | 27 | 96 | 69 | 78 | 41
[4] O=[N+]([O-])c1ncccc1O
 : 103 | 110 | 112 | 99 | 101 | 101 | 106 | 97
[5] NNc1ccccc1C(=O)O
 : 103 | 168 | 108 | 101 | 118 | 103 | 107 | 102
[6] COc1ccc(CC(O)CO)cc1OCc1ccccc1 (stereo not given)
 : 115 | 111 | 117 | 96 | 104 | 98 | 89 | 127
[7] CC(C)CC1CCCC12NC(=O)NC2=O (stereo not given)
 : 109 | 134 | · | 103 | 115 | 110 | 108 | 100
[8] CCOC(=O)N(Cc1ccc(C(C)C)cc1)c1nc2ccc(OCC)cc2s1
 : 108 | 102 | 99 | 96 | 101 | 102 | · | 104
[9] C=CC/C=C(\C#N)CC=C
 : 104 | 113 | 122 | 101 | 115 | 104 | · | 109
[10] C[C@H]1[C@H](C)CC[C@]2(CO)CC[C@]3(C)C(=CC[C@@H]4[C@@]5(C)CCCNC(C)(C)[C@@H]5CC[C@]43C)[C@H]12
 : -37* | -72* | 11 | -95* | -85* | 22 | 1.1* | 13
[11] COc1cc2c(cc1OC)C(=O)C(c1ccc3c(c1)OCO3)CC2 (stereo not given)
 : 110 | 120 | 100 | 97 | 100 | · | 81 | 103
[12] CCCC1C(C(=O)OCC)=C(N)Oc2cc(O)ccc21 (stereo not given)
 : 104 | 99 | 101 | 90 | 114 | 96 | 89 | 99
[13] Cc1ccc(-n2nc3c(c(C#N)c2=O)CC(c2ccccc2Cl)C([N+](=O)[O-])=C3O)cc1 (stereo not given)
 : 102 | 101 | 95 | 81 | 106 | 75 | 73 | 99
[14] COc1ccc(-c2nc3sccn3c2/C=C/C(=O)c2ccc3c(c2)OCO3)cc1
 : 96 | 85 | 97 | 38 | 105 | 79 | 84 | 87
[15] O=C1CS/C(=N/c2nnc(-c3ccc(O)cc3)s2)N1
 : 100 | 101 | 95 | 92 | 110 | 102 | 75 | 108
[16] S=C(Cc1ccccc1)N1CCN(c2ccc(Cl)cc2)CC1
 : 112 | 98 | · | 97 | 102 | 97 | 98 | 126
[17] C=C(C)[C@@H]1CC[C@]2(C(=O)N[C@H](C)C(=O)O)CC[C@]3(C)[C@H](CC[C@@H]4[C@@]5(C)Cc6c([nH]c7ccccc67)C(C)(C)[C@@H]5CC[C@]43C)[C@@H]12
 : 89 | 95 | 74 | 71 | 86 | 91 | 67 | 79
[18] O=C(Nc1ccc2oc(=O)ccc2c1)Nc1ccc(F)cc1F
 : 112 | 103 | 103 | 98 | 103 | · | 103 | 103
[19] CCOC(=O)c1c(-c2ccc(Cl)cc2)c(C#N)c(=O)n(Cc2nc3ccccc3[nH]2)c1N
 : 102 | 96 | 101 | 93 | 110 | 97 | 70 | 101
[20] CNC(=O)c1cc(Oc2cccc3nc(NC(=O)Nc4ccc(F)cc4)ccc23)ccn1
 : · | 83 | 130 | 109 | · | 96 | 90 | 106
[21] CCCCCCCCC#CCCCCCCCCCCCC(=O)O
 : 94 | 103 | 119 | 97 | 106 | 92 | 96 | 110
[22] CCOC(=O)c1ncn(Cc2ccccc2)c1-n1cccc1
 : 103 | 102 | 126 | 95 | 131 | 101 | 89 | ·
[23] COc1ccc(C2=CC(c3ccc(Oc4ccnc5cc(Cl)ccc45)c(OC)c3)c3c(nc(OC)[nH]c3=O)N2)cc1 (stereo not given)
 : 87 | 79 | 97 | 53 | 91 | 75 | 54 | 92
[24] Clc1ccc(CCc2ccc(Cl)cc2)cc1
 : · | 81 | 104 | 114 | 107 | 102 | 99 | 108
[25] Cc1ccc(S(=O)(=O)CC(=O)Nc2ccc(S(N)(=O)=O)cc2)cc1
 : 101 | 104 | 101 | 99 | 114 | 102 | 96 | 104
[26] COc1ccc(CCCC(=O)O)c2c(OC)cccc12
 : 101 | 95 | 115 | 103 | 105 | 99 | 100 | 104
[27] Cc1ccc2sc3c(NCCCN)nc4ccccc4c3c(=O)c2c1
 : 101 | 104 | 60 | -98* | 95 | 91 | 55 | 107
[28] N/C(=N\c1nc2ccccc2s1)NC(=O)Nc1cccc(Cl)c1
 : 49 | 43 | 17 | 39 | 60 | 32 | 43 | 29
[29] O=[N+]([O-])c1cccc(SSc2cccc([N+](=O)[O-])c2)c1
 : 110 | 97 | 121 | 100 | 110 | 99 | 77 | 99
[30] CSc1nc2ccc(NC(=O)C3CC4(NC(=O)NC4=O)c4cc(F)ccc4O3)cc2[nH]1 (stereo not given)
 : 106 | 109 | 98 | 96 | 106 | 98 | 98 | 109
[31] O=C(O)/C=C/c1ccc(-c2cc(C(F)(F)F)cc(C(F)(F)F)c2)o1
 : 97 | 81 | 105 | 97 | 105 | 92 | 101 | ·
[32] COc1ccc(Cc2nnc(SCC(=O)c3ccc(Cl)cc3)n2-c2ccc(C)cc2)cc1
 : 92 | 95 | 99 | 98 | 126 | 97 | · | 77
[33] O=S(=O)(OCCCl)c1ccc(Cl)c(S(=O)(=O)OCCCl)c1
 : 100 | 101 | 89 | 95 | 101 | 101 | 88 | 110
[34] O=C(/C=C/c1ccccc1)Oc1ccccc1
 : 93 | 103 | 95 | 100 | 108 | 102 | 108 | 120
[35] C=C1CCCC(C)(C)[C@@H]1CC/C(C)=C/CC[C@@H]1[C@@]2(C)CCCC(C)(C)C2CC[C@@]1(C)O (stereo not given in full)
 : 104 | 98 | 101 | 97 | 105 | 103 | 104 | 101
[36] CN1CCCC(NC(c2ccccc2)c2ccc(Cl)cc2)C1 (stereo not given)
 : 96 | 100 | 97 | 91 | 102 | 98 | 102 | 94
[37] CCC(C)(C)c1cc(O)c(C(C)(C)CC)cc1O
 : 51 | 102 | 32 | 13 | 43 | 23 | 60 | 24
[38] N#Cc1cc(CC(=O)Nc2cc(C3(C(F)(F)F)CC3)nn2CC2CCCCC2)ccc1F
 : 106 | 96 | 95 | 100 | 97 | 97 | 104 | 106
[39] NC1=Nc2ccccc2C(=O)N2CCC[C@@H]12
 : 90 | 97 | 92 | 96 | 110 | 94 | 89 | 96
[40] CC1=Nc2cnc(Nc3ccc(N4CCCCC4)cc3)nc2Nc2ccccc21
 : 94 | 88 | 85 | 76 | 85 | 42 | 47 | 86
[41] O=C(O)Cc1cccc(=O)c(O)c1C(=O)O
 : 103 | 92 | 112 | 101 | 110 | 108 | · | 97
[42] CCC1(C(N)=O)CC2C=CC1CC2 (stereo not given)
 : 77 | 113 | 149 | 96 | 125 | 99 | 101 | 124
[43] COC(=O)c1ccc2nc(N(Cc3ccccc3)C(=O)c3c(Cl)c(Cl)c(C)n3Cc3ccccc3)sc2c1
 : 108 | 95 | 105 | 97 | 106 | 100 | 95 | 100
[44] N#Cc1c(-c2ccc(Cl)cc2)c2c(N)nn(-c3ccccc3)c2oc1=O
 : 104 | 102 | 100 | · | 106 | 101 | 88 | 101
[45] COc1ccccc1N1CCN(CC(O)COc2cccc3ccccc23)CC1 (stereo not given)
 : 100 | 113 | · | 57 | 92 | 75 | 75 | 107

Gathered by group, the compounds so far with a cyano group.
Values run as follows: UACC-257 | MALME-3M | HS 578T | LOX IMVI | SK-MEL-28 | SK-MEL-5 | T-47D | SK-MEL-2
[9] C=CC/C=C(\C#N)CC=C
 : 104 | 113 | 122 | 101 | 115 | 104 | · | 109
[13] Cc1ccc(-n2nc3c(c(C#N)c2=O)CC(c2ccccc2Cl)C([N+](=O)[O-])=C3O)cc1 (stereo not given)
 : 102 | 101 | 95 | 81 | 106 | 75 | 73 | 99
[19] CCOC(=O)c1c(-c2ccc(Cl)cc2)c(C#N)c(=O)n(Cc2nc3ccccc3[nH]2)c1N
 : 102 | 96 | 101 | 93 | 110 | 97 | 70 | 101
[38] N#Cc1cc(CC(=O)Nc2cc(C3(C(F)(F)F)CC3)nn2CC2CCCCC2)ccc1F
 : 106 | 96 | 95 | 100 | 97 | 97 | 104 | 106
[44] N#Cc1c(-c2ccc(Cl)cc2)c2c(N)nn(-c3ccccc3)c2oc1=O
 : 104 | 102 | 100 | · | 106 | 101 | 88 | 101

(more compounds)
Values run as follows: UACC-257 | MALME-3M | HS 578T | LOX IMVI | SK-MEL-28 | SK-MEL-5 | T-47D | SK-MEL-2
[46] COc1ccc(C2=Nn3c(N=Nc4c(O)n(Cc5ccccc5)c5ccc(Cl)cc45)nnc3SC2)cc1
 : 87 | 95 | 95 | 64 | 89 | 83 | 72 | 81
[47] O=C1/C(=C/c2ccccc2)SC(=Nc2ccccc2)N1Nc1ccccc1
 : 10 | -15* | 35 | -62* | 8.5* | -96* | 5.8* | -25*
[48] O=c1nc2c(-c3nc4ccccc4s3)n[nH]n2c2sc3c(c12)CCCC3
 : · | 104 | 94 | 97 | 114 | 101 | 79 | 112
[49] CC(C)CCSc1nc(NNC(N)=O)c(C#N)c(-c2ccccc2)n1
 : 102 | 100 | 112 | 98 | 104 | 104 | 100 | 107
[50] O=C(CSc1nc2ccccc2c(=O)n1C1CCCCC1)Nc1ccc(S(=O)(=O)Nc2ccc(Cl)nn2)cc1
 : 95 | 90 | 103 | 96 | 104 | 97 | 88 | 105
[51] O=C1Nc2cccc3c2N(CCC3)C2=C1CCC2
 : 97 | 104 | 97 | 94 | 80 | 101 | 96 | 119
[52] COc1ccccc1/C=N\N/C(N)=N\N=C\c1ccccc1OC
 : 46 | · | -15* | 5.7* | 57 | -30* | 61 | 21
[53] CCCCCCCCCCCCCCCCCCOc1ccc(CC(=O)NCC[N+]2(C)CCCC2)cc1
 : 92 | 92 | 94 | 93 | 103 | 106 | 98 | 90
[54] O=c1cc(/C=N\Nc2ccc([N+](=O)[O-])cc2)[nH]c(=O)[nH]1
 : 111 | 146 | 97 | 95 | 111 | 111 | · | 110
[55] O=C1CN2NC(=O)c3ccccc3N=C2N1
 : 93 | 95 | · | 100 | 102 | 109 | 101 | 96
[56] Oc1[nH]c(=S)sc1/C=C1\C(Cl)=Nc2ccccc21
 : 95 | 72 | 88 | 67 | 100 | 73 | 86 | 83
[57] Cc1nn(-c2ccccc2)c2nc(C)n(/N=C/c3ccccc3O)c(=O)c12
 : 106 | 106 | 102 | 92 | 110 | 88 | 67 | 87
[58] CN(C)c1ncnc2c1ccn2C1OC(CO)C(O)C1O (stereo not given)
 : 111 | 133 | 18 | 3.0* | 83 | 90 | · | 55
[59] O=C1CCCN1C1CCN(Cc2ccccc2)CCO1 (stereo not given)
 : 109 | 103 | 110 | 98 | 110 | 93 | 98 | 115
[60] O=C(Cn1c(C(=O)c2ccc(Cl)cc2)nc2ccccc21)c1ccc(Cl)cc1
 : 92 | 101 | 91 | 84 | 92 | 99 | 208 | 96

Ordered by heavy-atom count (lowest first): four of the compounds above
Values run as follows: UACC-257 | MALME-3M | HS 578T | LOX IMVI | SK-MEL-28 | SK-MEL-5 | T-47D | SK-MEL-2
[54] O=c1cc(/C=N\Nc2ccc([N+](=O)[O-])cc2)[nH]c(=O)[nH]1
 : 111 | 146 | 97 | 95 | 111 | 111 | · | 110
[49] CC(C)CCSc1nc(NNC(N)=O)c(C#N)c(-c2ccccc2)n1
 : 102 | 100 | 112 | 98 | 104 | 104 | 100 | 107
[47] O=C1/C(=C/c2ccccc2)SC(=Nc2ccccc2)N1Nc1ccccc1
 : 10 | -15* | 35 | -62* | 8.5* | -96* | 5.8* | -25*
[60] O=C(Cn1c(C(=O)c2ccc(Cl)cc2)nc2ccccc21)c1ccc(Cl)cc1
 : 92 | 101 | 91 | 84 | 92 | 99 | 208 | 96

The list goes on:
Values run as follows: UACC-257 | MALME-3M | HS 578T | LOX IMVI | SK-MEL-28 | SK-MEL-5 | T-47D | SK-MEL-2
[61] COc1cc(/C=C/c2nc3ccccc3nc2NNC(=O)Nc2cccc(Cl)c2)ccc1O
 : 109 | 99 | 90 | 95 | 97 | 75 | 59 | 93
[62] Cc1cc(C)cc(C(C)(C)C)c1
 : 113 | 94 | · | 97 | 107 | 102 | 97 | 116
[63] N#Cc1c(Cl)nc(SCC2CO2)nc1-c1ccccc1 (stereo not given)
 : 40 | 85 | 121 | 98 | 114 | 107 | 97 | 70
[64] CSc1nsc(N)n1
 : 100 | 93 | 91 | 98 | 106 | 101 | 99 | 94
[65] C/C(CCc1ccccc1)=C(/C)C1CC1CCNS(=O)(=O)c1ccc(C)cc1 (stereo not given)
 : 98 | 99 | 97 | 94 | 98 | 99 | 79 | 100
[66] COc1ccc(NC(=O)CSc2nnc(-c3cc(-c4ccc(S(N)(=O)=O)cc4)nc4ccccc34)n2-c2ccccc2)cc1
 : 103 | 78 | 76 | 90 | 81 | 75 | 58 | 93
[67] C#CCNC(=O)[C@]1(C)CCC[C@@]2(C)[C@H]1CC=C1C=C(C(C)C)CC[C@@H]12
 : 110 | 98 | 106 | 97 | 111 | 102 | 85 | 96
[68] O=C1Nc2ccccc2/C1=N/N1C(=O)CN(c2ccccc2)C1=S
 : 99 | 92 | 87 | 77 | 108 | 87 | 82 | 96
[69] O=C(/C=C/c1cccc(Cl)c1)c1ccccc1
 : 94&100 | 104 | 107&108 | 21&61 | 109&114 | 93&94 | 88&97 | 100&109
[70] CC(=O)c1cc(C)ccc1O
 : · | 109 | 94 | 96 | 112 | 107 | 83 | 111
[71] Cc1nc2c(=O)nc3s/c(=C\c4ccco4)c(=O)n3c2nc1C
 : 96 | 82 | -95* | 90 | 100 | 104 | 94 | 109
[72] O=C1/C(=C/c2ccc([N+](=O)[O-])o2)Oc2ccc(Cl)cc21
 : -2.1* | -46* | 69 | -62* | 11 | 18 | -29* | -46*
[73] O=c1oc2c(O)cccc2c2ccccc12
 : 104 | 96 | 94 | 96 | 107 | 100 | 92 | ·

Screens deposited in PubChem BioAssay by NCI.
